Giardia FBPA inh – blocks Giardia fructose-bisphosphate aldolase activity. purified Giardia FBPA. Potency, µM (titrated, usually from 59.6 µM), without a hit: at the highest dose activity, negative = inhibition, usual class: inhibitors. 290,000 tested, 0.71% active. AID 2451; also: potency is read from the fitted curve at half-maximal effect; nearly all actives have a fitted effect of over 55% in size
Target sequence (A8B2U2 whole entry, looked up): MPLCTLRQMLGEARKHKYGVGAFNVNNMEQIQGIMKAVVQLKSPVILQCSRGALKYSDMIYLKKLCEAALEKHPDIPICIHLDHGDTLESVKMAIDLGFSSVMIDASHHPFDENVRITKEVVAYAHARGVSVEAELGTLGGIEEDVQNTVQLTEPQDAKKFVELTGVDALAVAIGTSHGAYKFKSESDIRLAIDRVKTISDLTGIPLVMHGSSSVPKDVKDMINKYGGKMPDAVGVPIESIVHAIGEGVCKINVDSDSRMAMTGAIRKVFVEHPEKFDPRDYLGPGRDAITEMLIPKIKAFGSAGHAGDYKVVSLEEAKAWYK
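Giardia FBPA (40 nM reagent) was preincubated 10 min at RT with compound (up to 57.5 uM final), then substrate plus GAPDH/TPI/NAD/arsenate coupling system with diaphorase/resazurin was added; resorufin fluorescence (525/598 nm) was read after 20 min.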
HCMV antiviral – blocks human cytomegalovirus replication | AID 1259415 | 410,000 tested, 4.5% active | activity change, negative = inhibition, % at 57.5 µM | HFF cells, HCMV-luciferase reporter, 72 h; stronger effect = lower value; in the data active = activity change below about -60%; inconclusive = no clear call, values can overlap the other calls; inactive = above about -39%
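HFF cells seeded 16 h at 37C, treated with compounds, infected with luciferase-reporter HCMV at MOI 1 PFU/cell; luciferase read at 72 h post infection, normalized to buffer-only and Salinomycin controls.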
AmpC inh no detg – blocks E. coli AmpC beta-lactamase in detergent-free assay | P00811 | AmpC nitrocefin hydrolysis, absorbance 480 nm, 0.0001% Triton | Potency, µM (series often up to 57.1 µM), inactives show at the highest dose activity change, negative = inhibition, usual class: inhibitors | 330,000 tested, 0.52% active;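 also: potency is read from the fitted curve at half-maximal effect; plate controls were no compound for no effect and no enzyme for full effect; nearly all actives have a fitted effect of over 20% in size; some results filed as inactive show a strong effect at the top dose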
Target sequence (P00811 whole entry, looked up): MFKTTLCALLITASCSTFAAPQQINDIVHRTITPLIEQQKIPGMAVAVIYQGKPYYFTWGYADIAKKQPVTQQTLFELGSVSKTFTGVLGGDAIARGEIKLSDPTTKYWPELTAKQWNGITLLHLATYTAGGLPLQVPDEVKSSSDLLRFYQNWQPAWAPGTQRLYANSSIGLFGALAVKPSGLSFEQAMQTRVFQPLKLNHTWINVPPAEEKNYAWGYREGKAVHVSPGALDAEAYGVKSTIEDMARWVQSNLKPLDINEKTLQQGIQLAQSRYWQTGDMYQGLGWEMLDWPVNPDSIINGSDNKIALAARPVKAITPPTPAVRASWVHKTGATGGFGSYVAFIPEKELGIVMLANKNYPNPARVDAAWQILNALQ
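AmpC (5.3 nM in the dispensed reagent) in 20 mM phosphate pH 7.0 with 0.01% (detergent screen) or 0.0001% Triton X-100 was preincubated with compounds for 15 min at room temperature. Nitrocefin was then added from an 800 uM solution, and hydrolysis was followed at 480 nm.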
HCV inhibitor – blocks hepatitis C virus | Huh7.5.1 HCVcc-Cre infection, luciferase reporter, 44 h | 340,000 tested, 3.4% active | Potency, µM (top dose mostly 41.8 µM), inactives show at the highest dose activity change, negative = inhibition, most hits filed as inhibitors | AID 651820; also: potency is read from the fitted curve at half-maximal effect
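A cell-based infection assay in which seeded cells (1,000 per well) receive test compound after 4 h, are inoculated with HCVcc-Cre at approximately 0.5 moi, and are incubated 44 h before luminescence detection.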
AmpC detergent – blocks E. coli AmpC beta-lactamase in detergent assay; 370,000 tested, 0.041% active; Potency, µM (highest dose often 114 µM), for the others: at the highest dose activity change, negative = inhibition, actives largely listed as inhibitors; AmpC hydrolysis of nitrocefin, absorbance 480 nm, 0.01% Triton;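 also: potency is read from the fitted curve at half-maximal effect; 0% = no-compound wells and -100% = no-enzyme wells; nearly all actives have a fitted effect of over 25% in size; some results filed as inactive show a strong effect at the top dose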
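20 mM phosphate pH 7.0 + 0.01% (detergent screen) or 0.0001% Triton X-100; 5.3 nM AmpC reagent; cpd preinc 15 min RT; nitrocefin (800 uM stock) to start; A480 q20 s × 4 min; Activity was normalised to no-enzyme and no-compound control wells.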
Sm TGR block – S. mansoni TGR enzyme inhibition; Q962Y6; purified TGR, DTNB reduction, TNB absorbance 405 nm; Potency, µM (top dose mostly 114 µM), for inactives: at the top dose activity change, negative = inhibition, hits mostly inhibitors; 360,000 tested, 3% active; AID 485364; also: potency is read from the fitted curve at half-maximal effect; nearly all actives have a fitted effect of over 60% in size
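Kinetic colorimetric format: TGR-catalysed, NADPH-driven DTNB reduction monitored via TNB absorbance. Enzyme dispensed at 20 nM; compound exposure 15 min at room temperature before reaction start.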
* = called active by the depositor; ? = inconclusive; . = not tested or not shown; & = joins results of further samples; [ ] = remark or other dose. Unless noted, calls follow the shape of the dose curve; as a rule, active = well fitted curve in the direction sought with a large enough effect; inconclusive = small, poorly fitted or top-dose-only effect, or another doubt; inactive = no such curve, though single readings can be large; an effect the other way counts as inactive or inconclusive. Unless noted, % is scaled to controls: 0 for no effect and ±100 for the full control effect.

Below each compound – Giardia FBPA inh | HCMV antiviral | AmpC inh no detg | HCV inhibitor | AmpC detergent | Sm TGR block
Cc1cc(C)n(-c2ccc(C(=O)Nc3ccccn3)cc2)n1
  -1% | 43 | 1% | -17% | ? | -33%
CC(Sc1nnc(COc2ccc([N+](=O)[O-])cc2)n1C)C(=O)O (configuration not stated)
  0% | -19 | -7% | 5% | 7% | 9%
COc1ccc(-c2[nH]ncc2CN2CCCC2c2nonc2C)c(F)c1 (configuration not stated)
  -1% | ? | -10% | 4% | 6% | -14%
CC(Oc1ccccc1Br)C(=O)N1CCc2ccccc21 (configuration not stated)
  -5% | 19 | -15% | 3% | 3% | 11%
COc1cc(NC(=O)CN2CCN(C(=O)C3CCCO3)CC2)c(OC)cc1Cl (configuration not stated)
  11% | 8 | 0% | . | -9% | -18%
CN(C)CCOc1ccccc1-c1ccccc1
  -6% | 42 | -16% | 13% | -1% | 18%
O=C(/C=C/c1ccc(Cl)c([N+](=O)[O-])c1)c1ccc(O)cc1
  2% | -17 | -41% | ? | 2% | -33%
O=C(c1ccccc1[N+](=O)[O-])N1CCc2ccccc2C1
  -3% | 15 | -15% | 13% | -5% | -8%
CC12CN3CC(C)(CN(C1)C3c1ccco1)C2=O (configuration not stated)
  -1% | 17 | -12% | 1% | -10% | 0%
CC(C)(C)NC(=O)COC(=O)c1cncc(Br)c1
  1% | -6 | -11% | 10% | -5% | -22%
Nc1ccc(C2=Nc3cccc4cccc(c34)N2)cc1
  20% | 0 | ? | 2% | -4% | ?
O=C(OCc1cc2ccccc2[nH]c1=O)c1cccc([N+](=O)[O-])c1
  2% | -13 | -16% | -7% | 1% | 7%
COc1cccc(SCc2noc(C(=O)NCc3ccccc3)c2C(=O)NCc2ccccc2)c1
  3% | 82 | -22% | 47%[activator][8.37 µM] | -9% | 15%
Cc1ccccc1OCc1nnc(SCc2cc(=O)c3cc(F)ccc3[nH]2)n1C
  . | -62* | . | . | 15% | 5%
Cc1ccc(NC(=O)C2(c3cccs3)CCOCC2)cc1C
  0% | -8 | -13% | 24% | 1% | -17%
Cc1nn(C)c(C(=O)Nc2ccc3c(c2)OCO3)c1[N+](=O)[O-]
  . | 74 | -13% | -2% | -9% | -5%
CNC(=S)N1CCc2ccccc2C1
  -1% | 38 | -19% | 9% | -5% | -13%
COc1cccc(CC(=O)Nc2ccc(S(=O)(=O)N3CCOCC3)cc2)c1
  . | 17 | -28% | ? | 0% | -7%
CCCC(=O)Nc1nc(CC(=O)OCC)cs1
  2% | 23 | 0% | 8% | -5% | 9%
CCOC(=O)c1ccccc1NC(=O)c1nc2nccc(C)n2n1
  2% | -1 | 41% | -28% | 1% | -2%
CCOC(=O)c1c(C)oc2nc(C)nc(NCC3CCN(Cc4ccc(F)cc4)CC3)c12
  . | 14 | . | . | -8% | -12%
CCSc1nnc(-c2cccs2)o1
  1% | 17 | -14% | 2% | ? | 0%
N#C/C(=C(/O)CSc1ncn[nH]1)c1nc2ccccc2[nH]1
  ? | 30 | -22% | 0% | 0% | .
Cc1cc(C(F)(F)F)n2nc(C)c(-c3ccc(Cl)cc3)c2n1
  2% | -11 | -2% | 14% | -5% | -5%
Cc1cc(C)nc(NC(=NCCc2c[nH]c3ccc(Cl)cc23)NC(=O)c2ccccc2C)n1
  . | -32 | . | . | -2% | 1%
C/C(Cc1ccccc1)=N\NC(=O)CNC(=O)Cc1ccc(Cl)cc1
  0% | 8 | 11% | -8% | -6% | 18%
O=C(CCc1ccccc1)NCc1ccc2c(c1)OCO2
  6% | 13 | -9% | 5% | 0% | -27%
CNC(=O)NC(=O)C(NC1CCCc2ccccc21)c1ccccc1 (configuration not stated)
  -3% | 37 | 26% | -15% | -4% | -26%
COc1ccc(CCNC(=O)C2CCN(Cc3nc(-c4ccc(OC)c(OC)c4)oc3C)CC2)cc1OC
  . | -2 | . | . | -6% | 1%
CCc1ccc(C2C(C#N)=C(N)N(N(C)C)C3=C2C(=O)CCC3)s1 (configuration not stated)
  ? | -4 | -42% | 5% | -2% | -10%
CC(C)CNC(=O)CC(c1ccccc1)c1ccccc1
  2% | 29 | 0% | 10% | 1% | .
O=C(c1ccco1)N1CCN(Cc2cc(=O)c(OCc3ccc(F)cc3)co2)CC1
  . | -13 | -10% | 3% | -14% | -18%
CC(C)(C)OC(=O)N1CCN(C(=O)c2[nH]cnc2C(=O)N[C@@H](Cc2ccccc2)C(=O)OCc2ccccc2)CC1
  -22% | ? | 172%[activator] | 13% | ? | -10%
CCCN(C(=O)C1CCCN(c2ncnc3c2nc2n3CCCCC2)C1)c1ccc(F)cc1 (configuration not stated)
  . | ? | 94%[activator] | ? | 5% | -2%
Cc1cccc(OC(C)C(=O)Nc2cc(Cl)ccc2-n2cncn2)c1 (configuration not stated)
  . | 0 | 19% | ? | -1% | 1%
CN(C(=O)c1ccccn1)C1(C(=O)NC2CCCCC2)CCCCC1
  4% | 2 | -1% | 15% | -4% | -9%
O=C(/C=C/NNC(=O)c1cccc(Br)c1)c1ccccc1
  -21% | -18 | -40% | 10µM* | -5% | 0%
Cc1ccc(OCC(=O)Nc2ccccc2C(=O)OCc2cc(=O)n3ccsc3n2)cc1C
  . | 45 | . | . | 14% | -4%
COc1ccc(C(=O)N2CCN(c3ccc(C(C)=O)cc3F)CC2)cc1S(=O)(=O)NC1CC1
  . | 10 | 39% | 11% | 4% | 1%
CCC1CN(C(=O)N2CCC(C(=O)NCc3ccc(C)o3)CC2)c2ccccc2O1 (configuration not stated)
  . | 35&68 | 35% | -27% | -2%&18% | 5%&5%
CC1Cc2ccccc2N1S(=O)(=O)c1cccc(C(=O)NCCCO)c1 (configuration not stated)
  4% | 20 | 19% | -15% | -5% | -4%
CCN(CC)c1ccc(/C=N/NC(=O)c2cnccn2)cc1
  -5% | ? | 14% | -14% | -8% | -3%
C=CCN1C(=O)C(O)(CC(=O)c2ccco2)c2cc(Br)ccc21 (configuration not stated)
  -1% | -82* | -16% | 1% | 2% | -10%
O=C(O)C1C2C=CC(C2)C1C(=O)NCc1ccoc1 (configuration not stated)
  -12% | 32 | -17% | 12% | -9% | -30%
Cc1cc(Br)ccc1NC(=O)CN1C(=O)C2C3CC(c4ccccc4)C(C3)C2C1=O (configuration not stated)
  -5% | ? | 50% | ? | 1% | -16%
COc1ccc(C(=O)NC(=S)Nc2ccc(N3CCOCC3)cc2)cc1Cl
  -7% | -27 | 22% | ? | -3% | 20µM*
CCN(CC)C(=O)c1cccc(NC(=O)c2ccc3c(=O)n4c(nc3c2)CCC4)c1
  . | -21 | 0% | -20% | -11% | 8%
O=C1CN(S(=O)(=O)c2ccc(Cl)cc2)c2ccccc2N1
  1% | 33 | -20% | 5% | -19% | 8%
CC(c1ccccc1)C1NC(C(=O)O)CS1 (configuration not stated)
  -4% | 15 | -17% | 15% | -13% | -4%
COc1ccccc1NS(=O)(=O)c1cccc(C(=O)NCC(c2ccco2)N(C)C)c1 (configuration not stated)
  . | -30 | -2% | -23% | ? | -33%
CCNc1nc(NC(C)C)nc(N2CC(=O)N(CC(=O)OCC)C2=N)n1
  -2% | -36 | -13% | 23% | ? | 12%
O=C(NCc1ccc2c(c1)OCO2)C1CC(=O)N(C2CCCCCC2)C1 (configuration not stated)
  8% | ? | -3% | 9% | 0% | -4%
Cc1cccc(N2CCN(C(=O)CCNC(=O)Cn3ccc4ccccc4c3=O)CC2)c1C
  2% | -11 | 117%[activator] | -29% | 0% | 1%
CCC1CCCCN1CC(=O)Nc1cc(C)nn1-c1nc(C)cc(C)n1 (configuration not stated)
  11% | -36 | 82%[activator] | ? | 0% | -15%
COc1ccc(OCC(=O)Nc2ccc(NC(=O)c3ccco3)c(C)c2)cc1
  3% | -99* | -45% | 9% | ? | -9%
N#Cc1ccc(OCC(=O)OCCCOC(=O)COc2ccc(C#N)cc2)cc1
  . | -5 | -12% | . | 17% | -3%
O=C(CSc1nnnn1-c1cccc2ccccc12)Nc1ccc(N2CCOCC2)c(Cl)c1
  0% | -16 | -46% | 5% | -1% | -20%
CC(NC(=O)CNC(=O)Cc1cccc2ccccc12)c1ccc(S(N)(=O)=O)cc1 (configuration not stated)
  . | 41 | -24% | -12% | 5% | 1%
O=C(CN(Cc1ccccc1)S(=O)(=O)c1ccc(Br)cc1)NCC1CCCO1 (configuration not stated)
  -4% | -23 | 75%[activator] | -23% | -1% | -5%
COc1cc(CN(C(=S)NCC(=O)NC2CCCC2)C2CCCC2)cc(OC)c1OC
  0% | -30 | 136%[activator] | 0% | -12% | -3%

3 entries out of the list, ordered by count of non-hydrogen atoms, descending:
Below each compound – Giardia FBPA inh | HCMV antiviral | AmpC inh no detg | HCV inhibitor | AmpC detergent | Sm TGR block
Cc1cc(Br)ccc1NC(=O)CN1C(=O)C2C3CC(c4ccccc4)C(C3)C2C1=O (configuration not stated)
  -5% | ? | 50% | ? | 1% | -16%
COc1ccc(OCC(=O)Nc2ccc(NC(=O)c3ccco3)c(C)c2)cc1
  3% | -99* | -45% | 9% | ? | -9%
CC1Cc2ccccc2N1S(=O)(=O)c1cccc(C(=O)NCCCO)c1 (configuration not stated)
  4% | 20 | 19% | -15% | -5% | -4%

The list goes on.
Below each compound – Giardia FBPA inh | HCMV antiviral | AmpC inh no detg | HCV inhibitor | AmpC detergent | Sm TGR block
CC(=O)c1cccc(NC(=O)C2CCCN(S(=O)(=O)c3ccccc3)C2)c1 (configuration not stated)
  -3% | -29 | -28% | 4% | -3% | -16%
CN(Cc1cn(C)c2ccccc12)C(=S)Nc1cc(F)cc(F)c1
  -11% | -2 | -6% | -11% | 2% | 1%
Cc1cc(/C=N\NC(=O)COc2cccc3cccnc23)c(C)n1-c1ccc(Br)cc1
  0% | ? | -13% | ? | -1% | 0%
CCOC(=O)N1CCN(C(=O)COc2cc(=O)n(CC)c3ccccc23)CC1
  5% | 164 | -4% | 3% | -10% | 8%
O=C(COc1ccc2ccccc2c1)Nc1cccc2cccnc12
  -1% | -26 | -19% | -15% | -13% | 9%
CCOC(=O)C1=C(C)N=C2SC(C)C(=O)N2C1c1ccc(OCC)c(OCC)c1 (configuration not stated)
  -6% | -3 | 93%[activator] | -4% | ? | 5%
O=C(O)c1cccc(S(=O)(=O)N2CCCC(c3nc4c(nnn4Cc4ccc(F)cc4)c(=O)[nH]3)C2)c1 (configuration not stated)
  . | ? | -5% | 9% | 3% | -8%
Cc1ccc(N=Cc2c(O)ccc3ccccc23)cc1F
  ? | -16 | -16% | -10% | ? | -31%
O=C(O)c1ccccc1-c1ccc(/C=C/c2cc(C(F)(F)F)[nH]c(=O)n2)o1
  -5% | 6 | -14% | 0% | -7% | ?
O=S(=O)(O)c1cc(O)ccc1O
  0%[21.7 µM] | ? | -20% | -3% | 3% | -20%
COc1ccc(CC(=O)Nc2ccc(-c3cn4ccccc4n3)cc2)cc1OC
  2% | 5 | -14% | -26% | -1% | 1%
O=C(CCc1nnc(CCCc2ccccc2)o1)NCCCC1CCCC1
  5% | 8 | 172%[activator] | 2% | -4% | -11%

Outcome played no part in choosing rows. Share with any hit: about 9.9%.
